PAFAH1B3 FP inh: blocks human PAF acetylhydrolase 1B catalytic subunit 3. recombinant PAFAH1B3, FP-rhodamine probe, fluorescence polarization. inhibition, % at 3.39 µM. actives 0.28% (n = 340,000). AID 492972;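 active = inhibition above the screen-wide average of all tested compounds plus 3 SD, cut at about 25% in these data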;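 also: 0% = enzyme with DMSO only and 100% = wells lacking PAFAH1B3 protein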
PAFAH2 inh: inhibitors of human PAFAH2 | recombinant PAFAH2, FP-rhodamine activity probe, fluorescence polarization | inhibition, % at 3.39 µM | actives 0.99% (n = 340,000) | AID 492956;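 active = inhibition above the mean over all tested compounds plus 3 SD, cut at about 30% in these data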;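 also: inhibitors block probe labeling of enzyme so polarization drops; 0% = enzyme with DMSO and 100% = wells lacking PAFAH2 protein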
PME-1 inh: PME-1 (human) inhibition; recombinant PME-1, FP-Rh probe fluorescence polarization; Q9Y570; actives 0.53% (n = 320,000); inhibition, % at 5.9 µM;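 active = inhibition above the campaign mean of all compounds plus 3 SD, cut at about 26% in these data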;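 also: competitive labeling of PME-1 active site by serine hydrolase directed probe; 0% = PME-1 with DMSO and 100% = wells lacking PME-1 enzyme; inhibitors block probe labeling so polarization falls and inhibition rises; many of its hits are not listed in these tables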
Target sequence (Q9Y570 whole entry, looked up): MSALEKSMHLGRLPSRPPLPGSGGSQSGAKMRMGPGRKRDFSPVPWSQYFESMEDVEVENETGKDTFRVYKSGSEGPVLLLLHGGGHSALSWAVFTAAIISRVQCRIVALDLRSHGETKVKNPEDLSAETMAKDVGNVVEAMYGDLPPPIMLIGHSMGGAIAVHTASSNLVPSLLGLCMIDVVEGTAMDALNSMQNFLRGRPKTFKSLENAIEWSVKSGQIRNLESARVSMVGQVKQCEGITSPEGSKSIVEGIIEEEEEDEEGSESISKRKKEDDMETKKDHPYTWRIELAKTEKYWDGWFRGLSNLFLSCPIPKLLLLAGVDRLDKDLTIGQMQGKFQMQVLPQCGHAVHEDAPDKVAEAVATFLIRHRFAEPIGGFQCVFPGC
Fam108B counter: blocks mouse Fam108B hydrolase in RBBP9 counter-screen. recombinant Fam108B, FP-Rh probe fluorescence polarization. inhibition, % at 9.51 µM. actives 0.33% (n = 300,000). AID 1947;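 active = inhibition above the screen mean inhibition plus 3 SD, computed separately per campaign, cut at about 18% in these data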;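 also: inhibitors lower polarization as less probe binds the enzyme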
PAD4 inh: blocks human protein arginine deiminase 4 | Q9UM07 | recombinant PAD4, RCA probe fluorescence polarization | inhibition, % at 6.36 µM | actives 0.41% (n = 330,000) | AID 485272;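 active = percent inhibition above a cutoff equal to the mean of all tested compounds plus 3 SD, cut at about 15% in these data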;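 also: 0% = PAD4 with RCA probe and DMSO and 100% = probe without PAD4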
GSTO1 counter: GSTO1 inhibition, counter-screen for RBBP9 inhibitors; inhibition, % at 5.96 µM; recombinant GSTO1, activity-based probe fluorescence polarization; P78417; actives 1.1% (n = 300,000);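 active = inhibition above the campaign mean inhibition plus 3 SD, cut at about 35% in these data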;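 also: 0% = GSTO1-1 with DMSO and 100% = wells lacking GSTO1-1 enzyme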
pPAFAH FP inh: pPAFAH (human) enzyme inhibition; AID 463082; actives 1.5% (n = 330,000); recombinant pPAFAH, FP-rhodamine probe fluorescence polarization; Q13093; inhibition, % at 3.39 µM;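 active = inhibition above the mean inhibition across the screen plus 3 SD, cut at about 25% in these data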;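 also: inhibitors block binding of the rhodamine activity-based probe so polarization drops; 0% = enzyme with DMSO and 100% = wells lacking pPAFAH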
Target sequence (Q13093 whole entry, looked up): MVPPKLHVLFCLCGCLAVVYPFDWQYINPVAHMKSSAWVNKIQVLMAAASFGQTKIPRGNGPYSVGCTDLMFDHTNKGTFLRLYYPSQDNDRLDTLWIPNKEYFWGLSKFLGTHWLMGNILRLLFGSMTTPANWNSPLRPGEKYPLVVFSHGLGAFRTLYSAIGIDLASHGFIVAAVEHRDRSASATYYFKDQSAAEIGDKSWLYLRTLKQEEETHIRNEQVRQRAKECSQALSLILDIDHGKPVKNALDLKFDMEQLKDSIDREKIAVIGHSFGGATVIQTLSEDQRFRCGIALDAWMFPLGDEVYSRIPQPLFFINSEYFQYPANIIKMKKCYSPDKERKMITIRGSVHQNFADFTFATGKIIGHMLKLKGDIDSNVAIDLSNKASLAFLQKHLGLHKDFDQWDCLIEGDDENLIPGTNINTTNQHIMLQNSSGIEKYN
PAFAH1B2 inh: inhibitors of human PAFAH1B2. P68402. recombinant PAFAH1B2, FP-rhodamine activity probe, fluorescence polarization. inhibition, % at 3.39 µM. actives 1.2% (n = 340,000). AID 492953;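 active = inhibition above the mean of all tested compounds plus 3 SD, cut at about 24% in these data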;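 also: 0% = enzyme with DMSO and 100% = wells lacking PAFAH1B2; many of its hits are not listed in these tables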
LYPLA1 inh: LYPLA1 (human) inhibition in PME1 counter-screen. O75608. recombinant LYPLA1, FP-Rh probe fluorescence polarization. inhibition, % at 5.9 µM. actives 0.16% (n = 320,000);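 active = inhibition above the mean of all tested compounds plus 3 SD, set per campaign, cut at about 14% in these data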;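 also: inhibitors block serine hydrolase probe labeling of LYPLA1 so polarization falls; 0% = enzyme with DMSO and 100% = wells lacking LYPLA1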
Target sequence (O75608 whole entry, looked up): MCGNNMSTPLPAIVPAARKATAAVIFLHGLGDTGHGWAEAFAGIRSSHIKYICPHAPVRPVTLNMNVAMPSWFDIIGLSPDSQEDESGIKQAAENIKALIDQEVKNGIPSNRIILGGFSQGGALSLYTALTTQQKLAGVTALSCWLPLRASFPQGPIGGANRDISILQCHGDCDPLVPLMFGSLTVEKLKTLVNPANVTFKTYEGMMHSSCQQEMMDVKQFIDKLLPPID
The depositor's hits bear a star; / = no result given. Some of the compounds tested; count on the stated rates, not on these rows.

structure	PAFAH1B3 FP inh	PAFAH2 inh	PME-1 inh	Fam108B counter	PAD4 inh	GSTO1 counter	pPAFAH FP inh	PAFAH1B2 inh	LYPLA1 inh
O=C1N/C(=N/N=C/c2ccco2)SC1Cc1ccccc1 (centres undefined)	7	5	-4	-2	-14	-3	0	10	-2
COc1ccccc1NS(=O)(=O)NC(=O)c1cn(C)c2ccccc12	6	-4	-6	-6	2	-2	6	5	-1
COc1ccc(N2CC(C(=O)Nc3c(C(N)=O)oc4ccccc34)CC2=O)cc1 (centres undefined)	5	3	-1	0	-1	3	4	5	3
O=C(N/N=C/C(Br)=C/c1ccccc1)c1ccccc1F	3	10	-25	-7	1	0	-7	1	-1
C=CC[C@@H](CC(=O)N[C@@H](CO)Cc1ccccc1)C(=O)N[C@@H](COC(=O)[C@H](CC=C)CC(=O)OC(C)(C)C)Cc1c[nH]c2ccccc12	4	2	/	/	7	/	7	8	/
COc1ccccc1-c1cc(C(=O)N/N=C/C=C/c2ccccc2[N+](=O)[O-])c2ccccc2n1	3	-5	-9	-1	1	-8	0	1	-11
O=C(NCCCN1CCOCC1)c1cc(S(=O)(=O)N2CCN(c3ccccc3)CC2)ccc1Cl	7	-4	7	-2	-3	11	-5	1	5
CCCCCCc1c(O)nc(SCC(=O)O)[nH]c1=O	2	6	-4	-3	0	5	4	4	1
CCOC(=O)Cn1nc(-c2ccccc2)c2cnc3ccc(C)cc3c21	11	2	0	-6	0	-2	6	3	-3
COc1ccc(CNC(=O)COc2cc(O)c3c(c2)OC(C)(C)CC3=O)c(OC)c1	-4	1	3	0	5	7	6	5	1
CC(NC(=S)NC(=O)c1ccccc1)c1ccccc1 (centres undefined)	13	3	3	-2	-4	-2	7	8	0
COc1cccc(C2NC(c3cccc(OC)c3O)C(C)C(=O)C2C)c1O (centres undefined)	3	-13	-2	-2	-5	5	5	-2	-1
CC(C)(C)OC(=O)CN1C(=O)NC(Cc2c[nH]c3ccccc23)C1=O (centres undefined)	0	-13	-1	-3	4	-1	1	5	0
CN(CCC#N)C(=O)COC(=O)c1ccccc1OCc1ccccc1Cl	5	4	2	-2	-8	3	2	2	1
O=C(CN1CCCC(O)C1)N1c2ccccc2Sc2ccc(C(F)(F)F)cc21 (centres undefined)	-4	0	0	-4	-2	1	7	6	-1
COc1ccc(-c2ccc(C#N)c(SCC(=O)Nc3sc4c(c3C#N)CCC4)n2)cc1	4	1	3	-3	1	9	-1	3	-1
CCOc1ccc(NC(=O)CN(c2ccc(OC)cc2)S(=O)(=O)c2cccs2)cc1	0	7	-3	/	-1	/	-1	0	0
COc1ccc(N2CCN(C(=O)CN(C)S(=O)(=O)c3cnc[nH]3)CC2)cc1	3	0	3	3	0	5	-2	-1	-4
CCOC(=O)CN1C(=O)CN(c2ccc(C)cc2)C1=O	5	-2	1	-1	3	3	-2	4	0
CCOC(=O)C1CCN(S(=O)(=O)c2ccc(C)cc2)CC1	9	3	4	-1	-2	-2	-6	10	0
COc1ccc(C(=O)NCCCNC(=O)c2ccco2)cc1OC	-2	-4	0	4	-3	0	6	8	-2
COc1ccc(NC(=O)COc2ccc(/C=N/O)cc2OC)cc1	-3	3	-3	6	2	3	-5	2	-2
Cc1cc(OCC(=O)Nc2cnn(CCCC(=O)O)c2)ccc1[N+](=O)[O-]	5	1	-2	2	-2	-2	3	4	1
Cc1c(N2C(=O)/C(=C\c3cccc4ccccc34)SC2=S)c(=O)n(-c2ccccc2)n1C	4	0	-4	2	1	0	7	6	-1
O=S(=O)(c1cc(Cl)ccc1Cl)N1CCCC1	1	0	2	-1	-5	0	-5	-1	-3
CCOC(=O)CN1C(=N)N(c2nc(NC(C)C)nc(NC(C)C)n2)CC1=O	10	-2	3	2	1	4	-4	1	-1
Cc1ccc(OCCSc2nnc(C)c(=O)n2N)cc1	1	4	-3	-2	0	-7	-2	3	0
CC(CC(=O)O)CC(=O)NNC(=O)c1cccc(Br)c1 (centres undefined)	4	-2	2	1	-2	-4	3	2	1
O=C(c1cc(-c2ccco2)on1)N1CCc2ccccc2C1	-9	0	3	1	-8	-2	30*	4	-4
CC(=O)Nc1ccc(SCCN2CC[C@@H](C)CCC2=O)cc1	11	0	-2	/	1	/	-2	-1	2
COc1ccc(C(C)(C)C)cc1NC(=O)c1cc(S(=O)(=O)N(C)C)ccc1N1CCCC1	0	-4	-2	2	1	6	7	7	-3
C=CC[C@@H](CC(=O)N[C@H](CO)Cc1ccccc1)C(=O)N[C@H](COC(=O)[C@@H](CC=C)Cc1ccc(F)cc1)C(C)(C)C	2	-10	/	/	-1	/	7	8	/
CN(C)S(=O)(=O)c1cccc(NC(=O)c2cc3c(cc2Cl)N2CCCCCC2=NS3(=O)=O)c1	-5	-9	8	-1	0	0	1	-4	2
COC(=O)CCCC1=CC2=C(c3ccccc3)C(=O)C(C)(OC(=O)C3CCCC3)C(=O)C2=CN1C(CO)CO (centres undefined)	-5	4	-3	-1	-12	32	5	2	3
Cc1ccc(/C=N/NC(=S)Nc2cccc(S(=O)(=O)N(C)C)c2)o1	5	-2	11	2	-5	26	6	2	-1
O=C(NCC(c1ccco1)N1CCCCC1)c1ccc(S(=O)(=O)Nc2ccccc2)cc1 (centres undefined)	2	0	4	-3	-6	1	30*	1	-1
CCOC(=O)C1C(C(=O)OC)=C(C2=CCCCC2)c2ccccc2N1S(=O)(=O)C(F)(F)F (centres undefined)	6	3	/	/	-1	/	3	3	/
O=C(CCS(=O)(=O)c1ccc2c(c1)NC(=O)CO2)NCCc1ccccc1	9	3	-2	-1	-5	4	7	0	2
O=S(=O)(NCCSc1nnnn1-c1ccccc1)c1cccs1	1	5	1	3	-7	15	5	2	1
CC(=O)c1c(O)c2ccccc2n(C)c1=O	2	1	3	1	-3	4	-3	1	-2
COc1cccc(CCc2nnc(CCC(=O)NC(C)Cc3cccs3)o2)c1 (centres undefined)	5	0	4	-4	-3	4	4	1	4
CSc1nc2c(c(=O)[nH]1)C(c1ccc(C(F)(F)F)cc1)CC(=O)N2 (centres undefined)	7	0	3	-1	3	2	17	9	0
CC12CCC(=O)N1C(C(=O)NNC(=O)COc1ccc(Br)cc1)CS2 (centres undefined)	16	4	-5	0	-1	3	6	-1	4
COc1ccc(CCn2c(=N)c(C(=O)NCc3ccco3)cc3c(=O)n4ccccc4nc32)cc1	2	2	2	4	-9	0	8	-2	0
CCOc1cccc(NC(=O)CSc2sc3c(O)cc(=O)[nH]c3c2C#N)c1	9	-1	-28	-6	-2	11	16	1	-15
CC(C)CNC(=S)NC(=O)c1ccccc1Cl	9	2	-7	-2	-2	2	-2	7	0
CN1CCN(S(=O)(=O)c2ccc3c4c(cccc24)C(=O)N3)CC1	7	4	-1	3	3	5	-3	5	0
COC(=O)C1=C(C(=O)c2ccc(C)cc2)C(c2ccccc2)n2nnnc2N1 (centres undefined)	7	-2	-2	-1	1	5	2	6	4
N=c1c(C(=O)NC2CCCC2)cc2c(=O)n3ccccc3nc2n1CC1CCCO1 (centres undefined)	2	-1	-2	5	-6	-3	4	-4	2
COc1cccc(-c2cc(C(=O)N3CCN(C(c4ccccc4)c4ccccc4)CC3)no2)c1	-4	-6	-11	-8	-1	1	-16	-1	-5

The list goes on:
structure	PAFAH1B3 FP inh	PAFAH2 inh	PME-1 inh	Fam108B counter	PAD4 inh	GSTO1 counter	pPAFAH FP inh	PAFAH1B2 inh	LYPLA1 inh
O=C(COC(=O)c1cc[n+]([O-])cc1)Nc1ccc(F)c([N+](=O)[O-])c1	2	0	1	0	-2	16	6	-1	8
COc1ccccc1CNC(=O)Cn1cccc1C(=O)c1ccccc1C	3	2	4	7	1	2	5	1	-2
COCc1cc(C)nc(SCC(=O)Nc2nc(C)cs2)c1C#N	4	2	-1	-2	-3	2	-3	-2	4
CCOC(=O)COc1ccccc1C(=O)c1cnn(-c2ccccc2)c1	4	-3	-5	4	5	13	-10	3	-2
COc1ccccc1NC(=O)c1ccc(CN2CCOCC2)cc1	6	5	1	7	2	-4	-2	6	4
CN1CCN(C(=O)c2ccc3c(c2)N(Cc2ccc(F)cc2)C(=O)c2ccccc2S3=O)CC1 (centres undefined)	2	0	5	1	0	1	0	1	-1
CC(=O)N1c2ccc(S(=O)(=O)N3CCCC3)cc2CC1C(=O)NCc1ccc(N(C)C)cc1 (centres undefined)	8	4	2	2	-6	1	1	0	0
COc1cc(OC)c(OC)cc1/C=N/NC(=S)NCCN1CCOCC1	1	-2	4	0	0	4	2	1	5
Cc1cc(OC(=O)c2cc(Cl)nc3ccccc23)ccc1Cl	6	-8	-6	-1	3	-2	0	2	1
CS(=O)(=O)N1CCC(C(=O)NCc2ccco2)CC1	0	0	-1	1	2	9	5	-5	0
COc1ccc(NC(=O)c2ccc3c(c2)C(=O)N(Cc2cccnc2)C3=O)c(OC)c1	6	5	-1	2	0	5	6	0	-1
Cc1ccc(NC(=O)c2ccccc2)cc1-n1cnnn1	2	4	2	2	-3	-2	2	3	2
O=C(NN=C1CCCCCCC1)c1ccccn1	9	-6	-7	-1	1	3	-2	5	-1
CC(C)C[C@H](NC(=O)[C@@H](O)[C@H](N)Cc1ccccc1)C(=O)O	/	/	-6	-1	-5	3	-8	/	-1
Cc1cccc(Nc2ncnc3ccccc23)c1	6	-2	0	-3	0	-4	0	-2	-1
NS(=O)(=O)c1ccc(CCNC(=O)c2cc(-c3ccc(Br)cc3)nc3ccccc23)cc1	-18	-13	-25	-23	-7	-23	-11	-8	-20
Nc1nc(SCC(=O)O)[nH]c(=O)c1NC(=O)c1ccco1	2	1	2	3	-4	8	-4	-7	4
COc1ccc(CNC(=O)Nc2cc(C)cc(C)c2)cc1	1	-3	-3	-3	-2	-2	4	4	4
O=C(CN1CCCCC1)Nc1c2c(nc3ccccc13)N(c1ccccc1)CC2	3	-3	-12	-6	1	0	-1	5	-1
Fc1ccc(C2=CC(c3ccco3)n3ncnc3N2)cc1 (centres undefined)	8	2	3	5	-6	-2	-2	4	3
CCOC(=O)C(C(C)=O)C(c1ccc(OC)cc1)C(C(C)=O)C(=O)OCC (centres undefined)	4	-5	1	3	-4	-1	-3	3	-2
O=C(CNC(=O)c1ccc(S(=O)(=O)N2CCCCC2)cc1)N/N=C/c1ccco1	1	2	3	-2	-3	9	2	8	-1
Cc1ccc2c(c1)-c1c(ssc1=S)C(C)(C)N2C(=O)CSc1nncn1C	13	1	7	1	17*	-12	5	6	-2
COc1cc2cc(-c3ccc(OC)c(OC)c3C)nc(N)c2cc1OC	/	/	7	-1	-5	-9	1	/	0
O=C(O)CSc1nnc(COc2cccc3ccccc23)o1	7	2	-8	1	-2	3	-8	7	-4
O=C(NCCc1ccc2c(c1)OCCO2)c1cccc(F)c1	3	-8	0	-1	-1	4	2	0	-1

Sorted by the number under PME-1 inh (descending): three of the compounds above
molecule	PME-1 inh
COc1ccc(C(C)(C)C)cc1NC(=O)c1cc(S(=O)(=O)N(C)C)ccc1N1CCCC1	-2
CCOC(=O)COc1ccccc1C(=O)c1cnn(-c2ccccc2)c1	-5
O=C(NN=C1CCCCCCC1)c1ccccn1	-7
